High-throughput results (PubChem)
GSK3beta inhib – blocks human GSK3beta kinase activity; P49841; GST-GSK3beta kinase, ADP-Glo luminescence, 60 min; stronger effect = lower value; activity score (negative = inhibition), % at 10 µM; 300,000 tested, 0.038% active; AID 2097;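 active = more than half of replicate wells score below -50%, meaning over 50% inhibition versus plate controls; inconclusive = some replicates but at most half score below -50%; inactive = no replicate scores below -50%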;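 note: 0% = median DMSO wells and -100% = median GW8510 positive control wells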
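Assay system: GST-fused GSK3beta enzyme, cell-free / Medium: Tris pH 7.5 buffer with MgCl2, DTT, BSA, heparin / Also added: peptide substrate plus 25 µM ATP (final) / Compound: 10 µM single point / Timing: kinase reaction with compound 60 min at room temperature / Detection: ADP-Glo luminescence / Benchmarks: DMSO neutral wells and GW8510 at 20 µM as positive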
GSK3A inh – blocks human GSK-3 alpha kinase | P49840 | inhibition, % at 10 µM | AID 2650 | 320,000 tested, 0.1% active | ADP-Glo luminescence, 60 min;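 in the data active = inhibition above about 50%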;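 note: GST-tagged GSK-3 alpha with peptide substrate and 25 µM ATP; 0% = DMSO neutral wells and 100% = GW8510 positive control wells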
Target sequence (P49840 whole entry, looked up): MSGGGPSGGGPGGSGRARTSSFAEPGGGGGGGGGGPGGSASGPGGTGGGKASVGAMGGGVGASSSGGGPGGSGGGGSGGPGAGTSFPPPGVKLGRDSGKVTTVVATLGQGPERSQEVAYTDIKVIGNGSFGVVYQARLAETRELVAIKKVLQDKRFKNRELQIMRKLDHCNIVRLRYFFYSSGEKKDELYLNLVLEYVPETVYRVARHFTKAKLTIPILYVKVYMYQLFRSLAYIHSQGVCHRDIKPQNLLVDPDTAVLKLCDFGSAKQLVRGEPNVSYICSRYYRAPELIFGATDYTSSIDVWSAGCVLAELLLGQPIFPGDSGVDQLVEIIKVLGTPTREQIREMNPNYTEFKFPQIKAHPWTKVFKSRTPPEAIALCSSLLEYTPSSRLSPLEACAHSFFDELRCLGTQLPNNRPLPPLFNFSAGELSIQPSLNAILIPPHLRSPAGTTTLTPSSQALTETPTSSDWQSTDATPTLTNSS
HSP90 refold inh – HSP90 refolding inhibition in rabbit reticulocyte lysate | inhibition, % at 5.6 µM | 290,000 tested, 0.91% active | luciferase refolding luminescence, 3 h;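 active = inhibition above the screen-wide mean plus 3 SD, computed separately per campaign, cut at about 16% in these data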;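 note: 0% = DMSO wells and 100% = 60 µM geldanamycin wells; inhibitors lower the luminescence because luciferase stays unfolded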
HDAC3 inhib – inhibitors of human histone deacetylase 3; O15379; recombinant HDAC3, fluorogenic peptide/trypsin coupled, fluorescence; inhibition, % at 8.3 µM; 320,000 tested, 0.15% active; in the data active = inhibition above about 26%, passing the limit was not always enough; inconclusive = no clear call, values can overlap the other calls
Target sequence (O15379 whole entry, looked up): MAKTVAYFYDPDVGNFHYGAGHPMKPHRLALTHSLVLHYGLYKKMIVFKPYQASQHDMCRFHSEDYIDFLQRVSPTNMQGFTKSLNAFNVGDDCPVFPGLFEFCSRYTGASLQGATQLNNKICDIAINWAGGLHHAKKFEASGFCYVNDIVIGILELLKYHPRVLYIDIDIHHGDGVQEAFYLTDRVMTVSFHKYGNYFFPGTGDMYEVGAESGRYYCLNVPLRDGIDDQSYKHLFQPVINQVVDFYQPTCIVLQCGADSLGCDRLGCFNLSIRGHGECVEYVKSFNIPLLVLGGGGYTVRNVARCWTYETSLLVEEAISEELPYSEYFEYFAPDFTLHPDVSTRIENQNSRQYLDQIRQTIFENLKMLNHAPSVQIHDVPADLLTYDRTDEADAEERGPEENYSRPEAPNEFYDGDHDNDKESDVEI
HSF1 activator – increases HSF-1 driven luciferase reporter signal. NIH3T3-HGL HSF-1 luciferase reporter, MG132, 8 h; 100% = twice DMSO control signal. activation, % at 9 µM. 300,000 tested, 1.7% active;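 active = mean replicate activation of at least 50% with a set share of replicates each reaching 50%; inconclusive = only one of those two conditions met; inactive = mean below 50% and too few replicates reaching it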;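 note: 0% = median of the neutral control wells and 100% = twice that signal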
PolyA inhibitor – inhibitors of polyadenylation in S. cerevisiae | S. cerevisiae SKY197-pL101 polyadenylation reporter, beta-gal luminescence; efflux-impaired pdr1/pdr3 knockout yeast; score 100 = 6 SD above DMSO | 300,000 tested, 0.02% active | AID 1875 | calls only at 12 µM;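 active = lowest replicate activity score at least 50, where 100 means six control SD above control mean; inconclusive = lowest score under 50 but half or more replicates reach 50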;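 note: yeast exposed to compound for 9 h at 30 °C; higher score means more reporter readthrough which indicates perturbed polyadenylation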
Platelet DG rel – modulates dense granule release in human platelets; 300,000 tested, 0.22% active; inhibition, %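 (compounds screened at 7.5 µM in platelet-rich plasma)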; human platelet-rich plasma, SFLLRN dense granule ATP release, luminescence; AID 1663;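 active = mean replicate score, as percent of positive control, at or above 50; inconclusive = mean below 50 but at least one replicate at or above 50; inactive = mean and every replicate below 50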
AI-2 QS modul – modulators of Vibrio harveyi AI-2 quorum sensing system | activity change, % at 7.5 µM | 300,000 tested, 0.4% active | Vibrio harveyi JMH597 AI-2 luminescence/OD600 ratio, 9 h; stronger effect = lower value; strain lacks LuxN and CqsS sensors; 0 = neutral-control median | AID 2094; in the data active = activity change below about -75%, passing the limit was not always enough; inconclusive = no clear call, values can overlap the other calls;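 note: luminescence divided by OD600 gain over 9 h not by final OD600 alone; inactives centre near 13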
HSF1 inh – HSF1 inhibition. NIH3T3-HGL HSE-luciferase, MG132-induced, luminescence 8 h; stronger effect = lower value. 300,000 tested, 0.77% active. activity change, negative = inhibition, % at 7.5 µM (by protocol). AID 2098;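 active = more than half of replicate wells show activity change below -50%, luminescence cut by over half; inconclusive = some wells, but at most half, below -50%; inactive = no replicate well below -50%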;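 note: luciferase reports HSF-1 transcriptional activity via heat shock element; 0% = median of DMSO wells and -100% = zero luminescence signal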
Dyrk1A ADPGlo – Dyrk1A (rat) kinase inhibition; Q63470; inhibition, % at 12.5 µM; AID 504441; ADP-Glo luminescence, NFATc1 peptide; 310,000 tested, 0.43% active; in the data active = inhibition above about 50%;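 note: plate controls were vehicle with enzyme for no effect and no enzyme for full effect; many of its hits are not listed in these tables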
An asterisk follows results filed as active; i = inactive; ? = inconclusive; · = no result given. A portion of the library. The share of hits here may be higher or lower than overall.

SMILES	GSK3beta inhib	GSK3A inh	HSP90 refold inh	HDAC3 inhib	HSF1 activator	PolyA inhibitor	Platelet DG rel	AI-2 QS modul	HSF1 inh	Dyrk1A ADPGlo
CCC(CC)C(=O)Nc1nnc(S(=O)(=O)N2CCc3ccccc32)s1	0	-2	-3	11	-2	i	-16	9	3	-2
CCN(CC)C(=O)CN1C(=O)c2cccc3cccc(c23)C1=O	4	-1	2	-2	-9	i	4	21	6	-3
O=C(NCCN1CCOCC1)C(=O)NCC1OCCN1S(=O)(=O)c1ccc(Br)cc1 (centres undefined)	4	-4	1	-8	-5	i	3	23	1	2
CC(C)(C)NCCCCOc1ccccc1F	1	0	-2	-7	-7	i	10	7	0	1
Cn1cc(Cl)c(C(=O)OCC(=O)c2ccccc2)n1	2	-2	-2	-2	21	i	9	19	16	2
COc1ccc(CCN(C)C(=O)CN2C(=O)NC3(CCCCC3C)C2=O)cc1OC (centres undefined)	3	-1	·	-3	-5	i	5	4	-6	8
N/C(COc1cc(Cl)cc(Cl)c1)=N\O	3	-4	-4	?	-10	i	-7	16	-2	20
CNC(=O)COc1coc(CN2CCN(c3cccc(Cl)c3)CC2)cc1=O	-1	4	-3	4	25	i	-6	0	16	4
Cc1ccc(NC2c3ncccc3C(=O)N2C2CCCCC2)cc1 (centres undefined)	1	1	5	2	67*	i	-6	7	34	1
O=C(Nc1ccc(OC(F)F)c(Cl)c1)C(c1ccccc1)c1ccccc1	1	-8	1	6	1	i	-4	40	2	0
CC(C)C[C@H]1COCCS(=O)(=O)N1Cc1cccc(F)c1	8	3	·	-5	-10	i	-3	10	7	0
O=C(CCCC1=NS(=O)(=O)c2ccccc2N1)Nc1ccccc1	-33	4	-2	0	-2	i	11	11	0	-6
Cc1ccc(SCc2ccc(C(=O)Nc3ccccc3C(=O)NC(C)C)cc2)cc1	6	-2	1	7	5	i	-5	10	-3	3
Cc1ccc(S(=O)(=O)c2nc(-c3ccc(F)cc3)oc2SCC(=O)NCC2CCCO2)cc1 (centres undefined)	-1	0	1	-2	-6	i	-4	9	-11	-3
CN(C)CCN1C(=O)C2C(C(=O)Nc3cc(Cl)cc(Cl)c3)C3C=CC2(O3)C1C(=O)NC1CCCCC1 (centres undefined)	-9	7	1	-1	85*	i	2	-14	46	1
CC(=O)NCCOC(=O)Nc1sc(=S)n(C)c1C	1	-1	1	3	10	i	2	19	-3	2
O=C(Oc1ccc(-c2cnc3ccccc3n2)cc1)c1ccc(Cl)c([N+](=O)[O-])c1	1	-3	-4	-2	42	i	2	34	12	-7
CCn1cc(C(=O)O)c(=O)c2cnc(N3CCN(C(=S)NC(=O)c4ccc(OC)cc4)CC3)nc21	-4	0	1	-3	9	i	-7	-6	0	-1
COc1ccc(NC(=O)CCNS(=O)(=O)c2ccc(NC(C)=O)cc2)cc1Cl	0	-1	-6	-6	26	i	2	22	16	0
O=[N+]([O-])c1ccccc1CNC1CCCCCC1	2	-3	2	-3	-16	i	9	-6	-17	3
CCOC(=O)C(=Nc1ccccc1)NO	-2	0	0	0	-5	i	0	1	-7	5
OCC#CCSc1nnc(-c2ccccc2Br)o1	0	-6	4	0	17	i	-20	11	5	·
CC(=O)N1c2ccc(S(=O)(=O)NCCC(=O)N(C)Cc3ccccc3)cc2CC1C (centres undefined)	1	·	5	-6	5	i	2	17	-7	-5
O=C(Nc1ccccc1F)C1CCCC1	0	0	·	-6	-6	i	-1	22	4	-2
CCOc1ccc(S(=O)(=O)NCCSCc2ccco2)cc1	0	-4	-2	0	27	i	4	13	7	-6
COc1cccc(/C=N/NC(=O)c2nc(-c3ccccc3)cc(-c3ccccc3)n2)c1O	-2	-2	-5	6	2	i	9	16	1	-2
CCN1CCn2c3c(c4cccc(C)c42)CCCC31 (centres undefined)	-16	3	1	2	6	i	-1	-10	12	0
N/C(=N\OC(=O)CCC(=O)O)c1ncc(C(F)(F)F)cc1Cl	-1	-2	0	-1	-8	i	-7	24	-5	-1
CCc1ccc(-c2csc3ncn(CC)c(=O)c23)cc1	-1	1	0	-2	2	i	-6	16	1	6
CC(C)n1c(CNC(=O)c2ccccc2)nc2ccccc21	0	-1	0	1	-11	i	2	37	-5	3
CO/C(N)=C(\C#N)N=Cc1ccccc1Cl	-1	2	-1	2	25	i	0	24	9	1
Cc1nc(-c2cccc(S(=O)(=O)N3CCCC(C)C3)c2)cs1 (centres undefined)	1	-2	-5	-2	-6	i	-1	17	4	-3
CN(C)c1ccc(NC(=O)C2CCCN(S(=O)(=O)c3ccccc3)C2)cc1 (centres undefined)	-1	1	-3	-4	4	i	7	-8	4	-2
CS(=O)(=O)c1cnc(-c2ccccc2)nc1Sc1ccc(F)cc1	2	0	-3	1	4	i	-2	-7	7	-3
CCOC(=O)c1ccc(N2C(=O)c3cccc4c(C(=O)O)ccc(c34)C2=O)cc1	-1	-5	-4	-2	7	i	2	14	-5	0
CC(C)CNC(=O)COC(=O)Cc1ccc(Cl)cc1	1	-1	0	0	-6	i	-10	10	-3	·
CCCOc1ccc(CNC(=O)c2ccc3c(c2)N(CC)CCS3)cc1	-2	-1	4	0	23	i	96*	5	21	6
COC(=O)c1ccc(S(=O)(=O)N2CCCCCC2)cc1	1	0	-1	3	15	i	3	27	-5	-3
COc1ccc(N2CCC(CNC(=S)Nc3ccc(C)cc3C)C2)cc1 (centres undefined)	-1	0	4	1	-7	i	-4	5	6	0
C=CCN1C(=O)C(O)=C(C(C)=O)C1c1ccccc1F (centres undefined)	3	-3	0	4	10	i	2	2	-6	-6
CC(C)(C)OC(=O)N1CCC[C@H]1c1nnc(SCc2ccc(Cl)cc2Cl)o1	-1	-5	-1	8	2	i	-7	28	11	0
Cc1ccc(-n2ncc3c2CCCC3NC(=O)CSc2ccccn2)cc1C (centres undefined)	-2	0	-2	1	6	i	-7	5	-2	2
CCOC(=O)c1sc(NC(=O)CCC(=O)O)nc1C	-1	8	2	-2	3	i	2	-6	-6	0
Cc1ccc(Cl)c2c1NC(=O)C2(O)CC(=O)c1ccc(Br)cc1 (centres undefined)	-4	7	1	7	49	i	3	9	13	-3
CCC(C)c1ccc(NC(=S)Nc2ccc(OC)c(OC)c2)cc1 (centres undefined)	2	18	3	0	-26	i	-1	3	-14	-1
CCOC(=O)c1cc(CC)sc1NC(=O)COC(=O)c1cnccn1	·	-1	·	8	-6	i	-6	·	-2	-1
COC(=O)c1sccc1NC(=O)Nc1ccc(F)cc1F	0	-3	-3	-4	3	i	18	12	6	·
COC(=O)c1ccc(-c2nc(CN3CCCN(C(=O)c4ccco4)CC3)c(C)o2)cc1	4	-1	25*	-22	2	i	-3	44	0	4
O=C1/C(=C/c2ccc3c(c2)OCO3)Oc2cc(OCC(=O)N3CC(O)C[C@H]3C(=O)O)ccc21 (some centres undefined)	-1	58*	-1	4	3	i	-1	29	2	70*
COc1ccc(CCNC(=O)CCCCCNC(=O)N2CCn3c2nc2ccccc23)cc1OC	0	-2	-3	2	-13	i	1	1	-1	-2
COc1ccc(NC(=O)CSc2nnc(-c3ccco3)n2N)cc1Cl	0	1	-4	1	23	i	-2	22	13	3
C1=CC2=NC34CCCCC3CC3=C(CCCC3)N4C2=CC1=NC1CCCCC1 (centres undefined)	1	-1	·	12	28	i	3	21	7	-4
CC(=O)N[C@H]1[C@H](OC2CCCCC2)O[C@H](COC(C)=O)[C@@H](OC(C)=O)[C@@H]1OC(C)=O	0	-2	1	-4	-42	i	11	7	-35	38
FC(F)(F)c1nnc(-c2ccccc2)nc1Sc1ccc(Cl)cc1	3	-1	4	0	41	i	23	20	35	-6
CCc1ccc(NC(=O)C2=CC(c3ccc(OC)cc3)=NS(=O)(=O)N2C)cc1	-1	0	4	2	-13	i	0	48	4	-2
Cc1ccc(NC(=O)COC(=O)CCc2nc3ccccc3n2-c2ccccc2)c(C)c1	3	-3	-1	-11	-1	i	-10	13	-9	-11
CCCNC(=O)NC(=O)COc1ccc(-c2ccc(C#N)cc2)cc1	0	0	-1	-7	-12	i	-14	25	-8	-1
Cc1ccc2c(c1)c1c3n2CCN(CC(O)CNC(C)C)C3CCC1 (centres undefined)	·	8	2	-3	-1	i	-5	·	-14	-6
CC1CC(OCC(O)CN2CCN(Cc3ccccc3)CC2)CC(C)(C)C1 (centres undefined)	4	·	-1	-4	-3	i	9	-1	-13	-5
Cc1nc(C(F)(F)F)c(C(=O)NC(=O)Nc2ccc(OC(F)(F)F)cc2)s1	-1	-3	0	-6	-21	i	1	33	-21	2
(continued)
SMILES	GSK3beta inhib	GSK3A inh	HSP90 refold inh	HDAC3 inhib	HSF1 activator	PolyA inhibitor	Platelet DG rel	AI-2 QS modul	HSF1 inh	Dyrk1A ADPGlo
O=C(C1CCN(S(=O)(=O)c2cccc3cccnc23)CC1)N1CCCC1	4	0	·	-2	-3	i	1	-8	-5	-3
O=C1N/C(=N\N=C\c2cccs2)SC1Cc1ccc(Cl)cc1 (centres undefined)	-15	-2	0	5	9	i	-12	38	21	0
Cc1cccc(Oc2nc(-c3cccc([N+](=O)[O-])c3)nc3ccccc23)c1C	2	-2	0	-2	5	i	-2	17	-5	3
CCc1cc(-c2n[nH]c(=S)n2Cc2ccccc2)cs1	-7	-3	-1	3	·	i	-2	-19	·	4
Cc1ccc(NC(=O)c2cc(=O)c3ccccc3o2)cc1S(=O)(=O)N1CCOCC1	3	-3	-3	4	7	i	-4	37	2	3
CN1CCN(S(=O)(=O)c2cccc(C(=O)NCc3ccccc3Cl)c2)CC1	-4	-3	-2	-4	-1	i	-4	13	7	9
Cc1ccc(/C=C2\SC(=S)N(CCC(=O)NNC(=O)c3cccc(O)c3)C2=O)cc1	-2	·	1	-14	3	i	9	24	0	-3
C=CCn1c(=O)c2c(nc3n2CCS3)n(C)c1=O	1	0	7	1	7	i	12	16	0	-3
CCC(NC(=O)NCc1ccccc1)(C(F)(F)F)C(F)(F)F	4	2	-4	-1	6	i	2	-18	2	1
COC(=O)C1=Cc2cc(OC)cc([N+](=O)[O-])c2OC1N1CCOCC1 (centres undefined)	0	1	-3	4	-3	·	11	28	3	-15
CSCC[C@H](NC(=O)C1CCN(S(=O)(=O)c2ccc(C)cc2)CC1)C(=O)NCC1CCCO1 (some centres undefined)	0	-1	-3	-2	-41	i	-1	32	-26	1
O=C(CCc1ccccc1)NNC(=O)Nc1cccc(Cl)c1	-4	1	0	22	-11	i	-9	25	-6	-5
C/C(=N/NC(=O)c1ccc(C)s1)c1cccc(NC(=O)COc2ccc(Cl)cc2C)c1	-1	0	-1	-4	2	i	8	9	-6	1
